# PfHsp90 set2: growth inhibition of PfHsp90-expressing yeast, primary screen, antimalarial PfHsp90 inhibitor project, S. cerevisiae, BacTiter-Glo luminescence, single point, set 2. 310,000 tested, 0.32% active. BacTiter-Glo ATP, 48 h; yeast lacking PDR1 and PDR3 efflux regulators. inhibition, % at 9.4 µM;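 active = every replicate shows inhibition above about 80%, whatever the replicate mean, limit read from the data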;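 note: 0% = DMSO neutral controls and 100% = 20 µM radicicol positive controls; yeast relying on Plasmodium falciparum Hsp90 in place of its own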
# MOR-DOR ag: agonists of OPRM1-OPRD1 heterodimerization, primary screen, cell-based, luminescence; Mu-type opioid receptor (Homo sapiens) + Delta-type opioid receptor (Homo sapiens), …; cells; activation, % at 9.3 µM; 340,000 tested, 0.3% active; AID 504326, 2011; in the data active = activation above about 18%;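 note: 0% = vehicle-treated cells and 100% = reference agonist; values of inactives mirror those of a sister screen read the other way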
# Target sequence (P35372 whole entry, looked up): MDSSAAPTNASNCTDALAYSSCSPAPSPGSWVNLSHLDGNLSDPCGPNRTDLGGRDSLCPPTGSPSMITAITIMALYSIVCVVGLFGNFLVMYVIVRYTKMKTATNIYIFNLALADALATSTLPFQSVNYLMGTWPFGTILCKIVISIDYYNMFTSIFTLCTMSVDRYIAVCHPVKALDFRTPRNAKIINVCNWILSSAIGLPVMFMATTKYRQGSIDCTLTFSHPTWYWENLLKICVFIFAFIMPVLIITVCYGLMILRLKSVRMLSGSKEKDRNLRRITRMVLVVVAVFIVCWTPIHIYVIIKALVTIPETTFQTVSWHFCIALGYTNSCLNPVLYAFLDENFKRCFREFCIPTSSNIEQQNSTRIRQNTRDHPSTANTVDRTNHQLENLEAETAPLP
# Target sequence (P41143 whole entry, looked up): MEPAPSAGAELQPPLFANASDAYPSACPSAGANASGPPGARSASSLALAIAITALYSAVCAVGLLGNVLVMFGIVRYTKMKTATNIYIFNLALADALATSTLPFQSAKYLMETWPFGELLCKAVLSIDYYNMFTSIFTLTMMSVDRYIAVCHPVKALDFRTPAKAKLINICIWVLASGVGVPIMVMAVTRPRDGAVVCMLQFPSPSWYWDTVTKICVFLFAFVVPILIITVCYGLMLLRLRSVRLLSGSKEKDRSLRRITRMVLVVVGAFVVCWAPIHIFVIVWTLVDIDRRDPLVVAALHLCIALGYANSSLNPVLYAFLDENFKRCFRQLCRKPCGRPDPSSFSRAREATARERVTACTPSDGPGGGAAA
# DSG3 Ab inh: inhibitors of pemphigus antibody binding to DSG3, primary screen, biochemical, bead-based, flow cytometry, scFv-GFP; Desmoglein-3 (Homo sapiens), P32926; DSG3-coupled beads, scFv-anti-DSG3-GFP binding; active compounds read low; binding (percent of control), % at 10 µM; 310,000 tested, 0.48% active; AID 588358, 2011;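 active = binding more than 3 SD below its plate's average and above zero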;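 note: hits lower antibody fragment binding to DSG3; some compounds called inactive have numbers as strong as hits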
# Ecoli viability: E. coli V3065 growth inhibition, primary screen, counter-screen for AddAB inhibitor project, absorbance, OD600; 18 h; inhibition, % at 11.9 µM; 330,000 tested, 0.27% active;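 active = inhibition above the campaign's mean inhibition across all tested compounds plus 3 SD, cut at about 9.9% in these data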;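 note: uninfected addAB+ strain grown without phage in ampicillin broth; 0% = DMSO wells and 100% = ciprofloxacin 0.95 µg/ml wells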
# MOR-DOR inv ag: inverse agonists of MOR-DOR heterodimerization, primary screen, cell-based, luminescence | inhibition, % at 9.3 µM | cell-based MOR-DOR heterodimer luminescence, inverse agonism | 340,000 tested, 0.21% active; in the data active = inhibition above about 22%, passing the limit was not always enough;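 note: 0% = cells with DMSO and 100% = wells without cells with DMSO; values of inactives mirror those of a sister screen read the other way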
# Arr AP2 block: inhibitors of beta-arrestin/AP2 binding, primary screen, biochemical, GPCR trafficking, flow cytometry. beta-arrestin 1 C-terminal peptide binding to AP2 beta2-adaptin appendage (human). FITC-arrestin peptide / GST-AP2 beads; AP2 beta2 appendage carries R879A mutation. inhibition, % at 10 µM. 340,000 tested, 0.31% active. AID 504490, 2011;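 active = inhibition above a set limit, near 3 SD of compounds lacking own fluorescence, cut at about 54% in these data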;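 note: plate controls were DMSO wells for no effect and 5 µM unlabelled arrestin peptide for full effect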
#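 System: GST-AP2 R879A glutathione beads. Medium: PBS with 0.05% Tween 20 and 0.1% BSA. Also added: FITC-arrestin peptide, 50 nM. Incubation: 12 min plus 1 h, RT. Measured by: high-throughput flow cytometry of beads, ex 488, em 535 nm. Evaluation: percent drop in bead-associated FITC signal.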
# phage Ecoli inh: growth loss of phage-infected E. coli, primary screen, RecBCD inhibitor project, absorbance, with phage, HTS. inhibition, % at 11.9 µM. 360,000 tested, 0.26% active. AID 651602, 2012; in the data active = inhibition above about 11%
# Tat transport: E. coli Tat export inhibitors, primary screen, MC4100, TorA-mCherry reporter, fluorescence, single point | 340,000 tested, 0.036% active | inhibition, % at 10 µM;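 active = mean replicate inhibition at least 50% and at least half of replicates individually reaching 50%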;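 note: exported cargo escapes ClpAP degradation while cytoplasmic cargo is degraded and loses fluorescence; 0% = median of neutral control wells and 100% = median of NaSCN control wells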
# AddAB inh: growth inhibition of E. coli expressing H. pylori AddAB, primary screen, AddAB inhibitor project, absorbance; 330,000 tested, 0.29% active; AID 435030, 2010; inhibition, % at 11.9 µM; in the data active = inhibition above about 12%;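 note: 0% = vehicle wells of infected cells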
# PKA-R1A activ: activators of PKA-R1A holoenzyme, primary screen, biochemical, fluorescence polarization, Cy5-IP20, bovine R1A, mouse PKAc; cAMP-dependent protein kinase type I-alpha regulatory subunit (Bos taurus) + …; PKA-R1A dissociation; scaled: DMSO 0%, 113 µM cGMP 100%; activation, % at 11.4 µM; 340,000 tested, 0.083% active; AID 504707, 2011;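 active = percent activation above the mean of all tested compounds plus 3 SD, cut at about 19% in these data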;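 note: higher means more PKAc released from R1A so a rise in polarization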
# SUMO Mot1 rescue: yeast Mot1-301 growth rescue at high temperature, primary screen, SUMOylation pathway inhibitor project, S. cerevisiae, ATP luminescence, 38.5C; 320,000 tested, 1% active; AID 2716, 2010; growth rescue, % at 18.8 µM; S. cerevisiae Mot1-301 growth rescue; percent above DMSO median, 100 means doubled;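 active = every valid replicate shows activation above 250% relative to neutral control wells; inactive = the rest, any valid replicate at or below 250%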;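 note: OY570 slx delta 5 strain wells were the positive control but not used for scaling; some compounds called inactive have numbers as strong as hits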
# * hit, by the source's call; · = no result given. Not a hit list; any-hit rate near 2.8%.
# Start of the listing, in advance, two compounds:
SMILES,PfHsp90 set2,MOR-DOR ag,DSG3 Ab inh,Ecoli viability,MOR-DOR inv ag,Arr AP2 block,phage Ecoli inh,Tat transport,AddAB inh,PKA-R1A activ,SUMO Mot1 rescue
O=C(OCc1c(-c2ccccc2)ncc2ccccc12)c1ccc(Br)cc1,18,-2.3,97,0.2,13,-2,2.0,2,0.8,-5,-9
COc1ccc(CNC(=O)COC(=O)c2ccc(OCc3c(C)noc3C)cc2)cc1OC,0,0.0,125,-2.6,0,47,-0.7,6,3.2,-3,30

# The list itself, previewed entries included:
SMILES,PfHsp90 set2,MOR-DOR ag,DSG3 Ab inh,Ecoli viability,MOR-DOR inv ag,Arr AP2 block,phage Ecoli inh,Tat transport,AddAB inh,PKA-R1A activ,SUMO Mot1 rescue
O=C(OCc1c(-c2ccccc2)ncc2ccccc12)c1ccc(Br)cc1,18,-2.3,97,0.2,13,-2,2.0,2,0.8,-5,-9
COc1ccc(CNC(=O)COC(=O)c2ccc(OCc3c(C)noc3C)cc2)cc1OC,0,0.0,125,-2.6,0,47,-0.7,6,3.2,-3,30
CCN(CC)S(=O)(=O)c1ccc(N2CCOCC2)c(NC(=S)NC(=O)c2ccco2)c1,23,-2.9,103,-1.6,16,-17,3.3,1,-2.0,3,36
O=C(Nc1ccccc1N1CCCC1)c1cccnc1Cl,-17,-1.0,103,0.8,6,-14,0.9,-2,-0.5,6,-7
COc1ccc(-n2nnnc2SC(C)C(=O)NC2CCCC2)cc1 (centres undefined),-11,-1.7,·,0.7,7,0,3.3,-9,-0.8,1,13
CCCNC(=S)N1CCN(C)CC1,11,-3.8,106,-0.3,17,-7,3.7,0,-0.3,-4,-5
Cc1ccc(S(=O)(=O)NC(C(=O)N2CCOCCOCCOCC2)c2ccccc2)cc1 (centres undefined),6,·,99,4.1,·,42,3.2,-8,4.5,·,-7
COc1ccccc1-c1cc(C(F)(F)F)nc(N2CCN(c3ccccc3)CC2)n1,·,-1.3,·,0.2,8,-4,0.0,-6,0.4,-5,-6
COc1ccc(Cl)cc1N(CC(=O)N(C)C)S(=O)(=O)c1ccc(C)c([N+](=O)[O-])c1,-2,-1.9,95,-0.8,9,-6,3.5,-2,0.7,0,-15
COCCNC(=S)Nc1ccccc1[N+](=O)[O-],-6,-0.6,102,2.4,3,-7,3.9,-1,-1.1,4,-19
Cc1ccc2nc3c(cc2c1)c(NC(=O)C(C)(C)C)nn3CC(C)C,-12,-2.4,116,-1.6,10,20,0.5,0,0.2,9,370
CCOC(=O)c1c(NC(=O)OC)sc2c1CCC2,12,-1.3,96,-3.0,8,-4,3.6,-3,-0.9,-4,-13
CCNS(=O)(=O)c1ccc(CCC(=O)Nc2ccc(C(=O)OC)cc2)cc1,3,0.0,102,1.0,0,18,4.4,3,3.4,2,-16
Cc1ccc(N2CCCCn3c2nc2c3c(=O)[nH]c(=O)n2C)cc1,19,-1.6,·,-1.6,7,1,0.7,-1,1.4,-9,-2
Cc1cc2nc(-c3ccc(SCC(=O)N4CCN(C(=O)c5ccco5)CC4)nc3)[nH]c2cc1C,·,4.0,103,-1.4,-22,28,1.9,-2,-0.9,-18,19
Cc1cnc(=O)[nH]c1SCc1ccc([N+](=O)[O-])cc1,-12,-3.4,108,-4.7,18,4,1.5,-4,2.4,-2,90
Cc1ccc(/C=N/NC(=O)c2cc(-c3ccccc3)nc3ccccc23)o1,-5,-1.4,96,-1.8,7,-10,2.4,3,-0.8,-10,-9
O=C(C1CCCN1S(=O)(=O)c1cccc2cccnc12)N1CCn2c1nc1ccccc12 (centres undefined),13,·,109,0.4,·,-4,·,5,3.3,2,-8
COCCN(C(=O)COC(=O)/C=C/c1cccc(OC)c1)c1c(N)n(CC(C)C)c(=O)[nH]c1=O,20,-1.3,101,·,8,25,0.1,-5,·,-1,·
CC(=O)c1cccc(NC(=O)C2CCN(S(=O)(=O)c3ccc(C)cc3)CC2)c1,-7,-2.5,85,-3.9,11,1,2.7,0,0.6,-6,-7
CCC1CCCCN1CCNC(=O)C1CCN(S(=O)(=O)c2cccc3nsnc23)CC1 (centres undefined),0,-1.7,·,2.8,8,0,0.3,1,-0.3,-10,1
CCc1nnc(NC(=O)Nc2ccccc2OC)s1,30,2.1,101,-1.7,-11,1,4.1,8,-0.3,7,-15
Cc1ccc(NC(=O)c2ccc(OC(=S)N3CCOCC3)cc2)cc1,3,-1.1,87,-0.6,5,29,1.7,-8,4.3,-15,2
c1ccc(-c2csc(Nc3ncccn3)n2)cc1,-17,4.0,103,-1.6,-20,1,0.4,6,5.2,-2,10
Cc1cc(C)cc(C(=O)NCC(=O)OCC(=O)NC2CC2)c1,-9,-2.5,131,-0.9,13,-16,3.3,2,-0.2,-6,-20
COc1ccc(N2CCN(c3nc4c(C)cccn4c(=O)c3/C=C(\C#N)C(N)=O)CC2)cc1,0,0.2,109,-2.9,-1,11,1.8,3,-0.9,0,-3
CCOc1ccc(C(=O)Nc2ccc(S(=O)(=O)NCC3CCCO3)cc2)cc1OCC (centres undefined),7,-4.0,100,3.3,21,0,-1.8,-2,3.9,-15,-7
COc1cccc(/C=C2\C(=O)C(=O)c3ccccc32)c1,-8,1.9,102,1.1,-10,34,1.9,-17,0.2,7,56
COc1ccc(-c2nnc(SCC(=O)N3CCCC3)o2)cc1,6,-0.1,118,-0.2,1,-5,1.5,1,4.2,4,-10
Cc1nnc(SCc2ccccc2)nc1/C=C/NOCc1ccc(Cl)cc1Cl,-13,-3.4,100,0.5,17,24,3.6,9,3.8,-1,10
Cc1ccc(C)c(N2CCN(C(=O)CCc3nc(-c4ccc(Br)cc4)no3)CC2)c1,-2,-2.2,96,-1.8,11,34,3.9,2,0.4,1,·
COC(=O)CNC(c1ccccc1)c1cc(Cl)ccc1NC(=O)c1cccc(Cl)c1 (centres undefined),-6,3.2,87,3.0,-16,5,0.4,3,1.5,-5,2
N/C(=N\OC(=O)CSc1ccccc1)c1ccncc1,2,-0.7,101,2.1,4,-1,2.6,2,6.4,-3,3
CN(C)S(=O)(=O)c1ccc(C(=O)NCCOc2ccc(F)cc2)cc1,2,-0.4,102,0.1,2,-2,4.1,-3,5.2,-4,6
Cc1nnc(NC(=O)CSc2nc(C(C)C)nc3sc(C)c(C)c23)s1,-62,-1.9,95,·,10,4,2.4,-4,·,3,·
N#Cc1ccc(CSc2nnc3[nH]c(=O)cc(N)n23)cc1,13,-0.5,92,0.9,3,23,3.6,-8,0.1,-8,5
NC(=O)c1ccc(N2CCN(c3ccccc3O)CC2)c([N+](=O)[O-])c1,15,1.4,102,1.9,-7,-1,2.6,-17,1.4,7,8
Cc1nc(C(=O)NNC(=O)Nc2ccc(Cl)cc2)cs1,-21,-0.3,110,-2.6,2,13,-1.9,20,-0.8,-10,-14
O=C(NCCN1CCCCC1)c1ccc2c(c1)OCCO2,5,-0.4,111,0.2,2,-8,0.7,11,1.0,-3,-25
CNC[C@@H](Cc1ccccc1)NC[C@@H](CC1CCCCC1)NCCCc1ccccc1,-1,23*,114,-0.9,-126,10,4.0,26,0.5,6,-69
COc1ccccc1C(=O)n1nc(-c2cccnc2)nc1NCc1ccccc1,6,-2.2,100,·,11,31,3.6,9,·,-8,·
CC(C)NC(=O)c1sc2nc3c(c(-c4cccs4)c2c1N)CN(C)CC3,1,-1.1,91,5.0,6,14,1.5,-9,0.5,-1,-9
CC(=O)Nc1ccc(N(C(=O)CNC(=O)c2ccco2)C(C(=O)NCc2ccco2)c2ccccc2)cc1 (centres undefined),-12,-3.2,107,1.6,17,35,1.4,-3,2.2,-4,-14
O=C(NCc1ccco1)c1cc2nc(C3CC3)cc(C(F)(F)F)n2n1,-17,-2.1,·,-0.5,10,7,-0.1,-2,1.3,-14,-6
Cc1sc(-c2ccccn2)nc1OC(=O)c1cccc(Cl)c1Cl,·,-0.9,102,2.1,5,13,1.4,0,3.6,-5,-3
Cc1ccc(NC(=O)CN2CCN(CCN=CC3=C(O)CC(c4ccc(C)cc4)CC3=O)CC2)cc1 (centres undefined),·,-1.2,119,-3.0,6,10,0.5,1,0.3,-6,·
COc1ccc(OC)c(C2=NOC(C(=O)NCc3cccs3)C2)c1 (centres undefined),3,-2.5,90,-0.4,16,30,5.2,-4,0.1,-1,25
CCN1C(=O)N(CC)C2C1N(C(C)=O)C(=O)N2C(C)=O (centres undefined),-2,-2.2,110,4.1,13,4,2.9,0,-0.1,-8,100
COc1cc(OC)cc(C(=O)Nc2nnc(-c3cccnc3)o2)c1,0,-1.2,·,-2.5,5,3,-1.7,-5,-3.7,0,-4
COc1ccccc1-c1nnc(NC(=O)c2ccc(S(=O)(=O)N3CCOCC3)cc2)o1,·,-1.7,·,-0.1,10,14,-2.9,-3,-1.5,1,-6
COc1ccccc1C(=O)Nc1sc2c(c1C(=O)NCc1ccco1)CCCC2,-31,1.7,105,0.4,-10,9,0.0,0,-0.6,1,3
Cc1sc2nc(COC(=O)C(NC(=O)c3ccc(Cl)cc3Cl)C(C)C)[nH]c(=O)c2c1C (centres undefined),-46,3.0,117,-3.0,-16,4,3.8,-1,5.7,5,2
Cc1cc(C(F)(F)F)nn1CC(=O)NCc1ccccc1,15,-1.9,109,0.8,11,-9,2.2,-1,0.6,-12,1
CCOC(=O)c1ccc(-c2ccc3c(c2)CCC3)nc1C,8,3.0,106,-1.7,-14,12,0.1,13,-1.0,2,59
CSCC[C@H](NC(=O)c1cccs1)C(=O)N1CCC2(CC1)NCCc1[nH]cnc12,21,-3.4,103,-1.3,17,11,0.7,-5,3.0,-4,6
CC(=O)NN1C(=O)c2ccccc2NC1c1ccccn1 (centres undefined),-33,-4.0,112,-1.4,21,-6,1.2,-5,-0.2,-9,-2
CCCCCC/C(C=O)=C\c1ccccc1,-46,-1.4,106,1.4,7,17,1.4,-4,2.7,-5,-9
NNC(=O)COc1ccc(F)cc1,21,-0.5,96,-1.3,3,-12,2.2,-9,0.3,1,54

# Screening results from PubChem BioAssay.
